From PubChem BioAssay
NPR1 activator = GC-A (human) enzyme activation | 370,000 compounds, 0.14% hits | HEK293 GC-A cells, cGMP TR-FRET, EC30 ANP; 0% at EC30 ANP, 100% saturating ANP | activation, % at 10 µM | P16066 | AID 1671463; in the data active = activation above about 40%
PG9 Ab binder = small molecules binding HIV-1 gp120 antibody PG9; 360,000 compounds, 0.43% hits; TR-FRET gp120-PG9 antibody binding; inhibition, % at 6.7 µM; AID 624416; in the data active = inhibition above about 8.5%
ssDAF12 agonist = activators of S. stercoralis DAF-12 nuclear receptor. HEK293 ssDAF-12/GRIP1 lit1-tk-luc reporter, luminescence; % of 3 µM dafachronic acid response. activation, % at 6.8 µM. 370,000 compounds, 1% hits. AID 652126;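 active = activation above the mean over all tested compounds plus 3 SD, cut at about 0.9% in these data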;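 also: 0% = DMSO-only wells and 100% = 3 µM delta7-dafachronic acid wells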
DAX1 inh-1 = inhibits human nuclear receptor DAX1; HEK293 Gal4-DAX1 luciferase reporter, luminescence; 340,000 compounds, 0.99% hits; AID 504766; inhibition, % at 6.75 µM;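 active = inhibition above the mean over all tested compounds plus 3 SD, cut at about 4.2% in these data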;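 also: 0% = DAX1-transfected cells with DMSO and 100% = empty-vector control cells with DMSO; inhibition shows as a rise in luminescence from relieved DAX1 repression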
Target sequence (P51843 207-470 limits assumed): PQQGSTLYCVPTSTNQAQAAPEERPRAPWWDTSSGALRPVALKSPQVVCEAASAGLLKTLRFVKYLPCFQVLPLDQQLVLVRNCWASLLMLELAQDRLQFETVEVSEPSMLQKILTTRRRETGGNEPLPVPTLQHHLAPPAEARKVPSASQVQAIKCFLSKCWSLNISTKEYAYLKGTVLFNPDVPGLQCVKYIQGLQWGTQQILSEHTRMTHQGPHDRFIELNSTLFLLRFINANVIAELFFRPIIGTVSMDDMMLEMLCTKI
SMARCA2 act = SMARCA2 function activation, primary screen. AID 652017. MG213 cells, MMTV-luciferase reporter, dexamethasone, overnight. activation, % at 9.1 µM. 370,000 compounds, 1% hits; in the data active = activation above about 7.8%;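 also: 0% = vehicle wells and 100% = reference activator wells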
hgDAF12 agonist = agonists of H. glycines DAF-12 nuclear receptor | activation, % at 6.8 µM | 370,000 compounds, 1.8% hits | HEK293 GAL4-hgDAF12 UAS-luciferase reporter, agonist luminescence; normalized to butyrate control;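 active = activation above a cutoff set at the mean of all screened compounds plus 3 SD, cut at about 10% in these data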;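 also: 0% = DMSO wells and 100% = sodium butyrate wells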
GAA850 FXN act = increases GAA850 frataxin promoter reporter activity; activation, % at 6 µM; HEK293 lucGAA850 FXN promoter luciferase reporter, 24 h; percent of 10 µM SAHA response; 360,000 compounds, 0.56% hits;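 active = activation above the average of all compounds screened plus 3 SD, cutoff fixed separately per campaign, cut at about 7.5% in these data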;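 also: 0% = DMSO wells and 100% = 10 µM SAHA wells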
ADAM17 inh = inhibits human ADAM17 | AID 720648 | recombinant ADAM17, EDANS/DABCYL FRET peptide cleavage | P78536 | inhibition, % at 6.95 µM | 370,000 compounds, 0.83% hits;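 active = inhibition above the mean of compounds lying between control limits plus 3 SD, set per campaign, cut at about 8.5% in these data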;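 also: 0% = DMSO-only wells as the low control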
Target sequence (P78536 215-824 limits assumed): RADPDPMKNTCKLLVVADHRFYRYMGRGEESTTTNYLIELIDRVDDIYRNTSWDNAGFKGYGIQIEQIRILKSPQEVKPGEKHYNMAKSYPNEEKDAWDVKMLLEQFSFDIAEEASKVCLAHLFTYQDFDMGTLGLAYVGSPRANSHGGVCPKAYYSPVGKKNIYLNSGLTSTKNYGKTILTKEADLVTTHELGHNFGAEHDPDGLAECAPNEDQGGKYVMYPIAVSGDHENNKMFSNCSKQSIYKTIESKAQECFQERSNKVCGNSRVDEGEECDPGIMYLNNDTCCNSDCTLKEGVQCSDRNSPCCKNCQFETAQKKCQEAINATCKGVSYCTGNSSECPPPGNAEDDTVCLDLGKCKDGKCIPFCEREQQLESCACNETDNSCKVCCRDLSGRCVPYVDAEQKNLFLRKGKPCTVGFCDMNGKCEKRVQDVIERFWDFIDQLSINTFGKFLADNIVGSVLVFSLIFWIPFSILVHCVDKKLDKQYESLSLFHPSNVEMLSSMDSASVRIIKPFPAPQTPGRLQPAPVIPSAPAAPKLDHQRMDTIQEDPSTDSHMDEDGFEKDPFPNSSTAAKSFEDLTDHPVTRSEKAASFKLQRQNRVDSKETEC
DAX1 inh-2 = DAX1 (NR0B1) inhibition, primary screen. HEK293T StAR-luciferase reporter, SF-1/DAX-1 repression relief. 370,000 compounds, 1.1% hits. inhibition, % at 6.8 µM. AID 652010;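 active = inhibition above the mean over all tested compounds plus 3 SD, cut at about 3.6% in these data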;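 also: 0% = DAX-1 cells with DMSO and 100% = cells lacking DAX-1 with DMSO; higher inhibition means more luminescence from relief of DAX-1 repression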
ADAM10 inh = inhibitors of human ADAM10; AID 720582; inhibition, % at 7 µM; recombinant ADAM10, EDANS/DABCYL FRET peptide cleavage, 3 h; O14672; 370,000 compounds, 0.62% hits;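 active = inhibition above a per-campaign cutoff equal to the mean of compounds falling between control-based bounds plus 3 SD, cut at about 20% in these data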;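 also: 0% = DMSO wells while the 100% control is not disclosed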
hcDAF12 agonist = activators of H. contortus DAF-12 nuclear receptor | HEK293 hcDAF-12 lit1-tk-luc reporter, luminescence; 0% DMSO, 100% Δ7-dafachronic acid | 370,000 compounds, 1.4% hits | activation, % at 6.8 µM | AID 652067;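 active = activation above the mean of all tested compounds plus 3 SD, cut at about 5.5% in these data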;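 also: 100% = response to 3 µM Δ7-dafachronic acid high control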
Starred values were filed as active, the others as inactive; x = no result given; & = joins results of further samples.

SMILES | NPR1 activator | PG9 Ab binder | ssDAF12 agonist | DAX1 inh-1 | SMARCA2 act | hgDAF12 agonist | GAA850 FXN act | ADAM17 inh | DAX1 inh-2 | ADAM10 inh | hcDAF12 agonist
Cc1ccc(NS(=O)(=O)c2ccc3c(c2)NC(=O)C(C)C(=O)N3)c(Br)c1 (configuration not stated) | 1 | -1.3 | -1.1 | 0.5 | -3 | -2.1 | -0.7 | 2 | -0.1 | 2 | -0.1
OCc1ccc(-c2nn(Cc3ccccc3)c3ccccc23)o1 | -7 | 1.1 | -2.1 | -1.8 | 3 | -3.5 | -14 | -55 | -2.9 | -199 | -3.1
Cc1ccccc1C(=O)c1cccn1CC(=O)NCCCc1ccccc1 | -2 | -0.5 | -1.1 | -0.1 | -1 | -0.9 | 3.2 | 2 | -1.4 | -3 | -0.8
O=C(c1ccc(Cl)cc1)c1ccc(CN2C(=O)c3ccccc3C2=O)o1 | -3 | -1.5 | -1.6 | -0.6 | -3 | 2.8 | -2.0 | -19 | -0.3 | 7 | -0.9
CC1=C(C(=O)Nc2ccccn2)C(c2ccc(Cl)cc2Cl)NC(=S)N1 (configuration not stated) | -4 | -0.6 | -0.8 | 0.4 | 2 | 1.5 | 1.5 | 1 | 0.6 | -1 | 1.4
CSc1nc(SCC(N)=O)c2c3c(sc2n1)CN(C)CC3 | 5 | 2.6 | -1.0 | -1.0 | -1 | -2.5 | -0.6 | -111 | 0.2 | -299 | -0.4
CC(=O)c1ccc(OCc2cc(C(=O)NC3CCCCC3)no2)cc1 | -2 | -0.6 | -0.4 | 0.8 | 2 | 6.9 | 5.0 | -2 | 3.6* | -4 | 0.9
CCOC(=O)c1ccc(NC(=O)CC2OCCN(CC)C2=O)cc1 (configuration not stated) | 3 | 2.5 | -2.2 | 1.0 | -1 | -3.4 | -1.9 | -1 | 0.0 | -5 | 0.1
O=C1CSC(c2cccnc2)N1c1ccc(F)cc1 (configuration not stated) | 0 | 0.1 | -1.7 | -1.2 | 4 | 1.9 | 0.0 | -2 | 0.0 | 7 | -0.7
O=C(NCc1ccncc1)c1cncc(Br)c1 | -2 | 0.9 | -1.7 | 4.4* | 0 | -1.8 | 3.6 | 2 | -0.6 | 6 | 0.5
Cc1ccc(OCCCn2ccnc2)c(Br)c1 | 1 | 0.4 | -1.6 | 0.5 | 0 | 0.2 | -0.2 | -10 | -0.2 | -8 | -0.2
COc1ccc(C)cc1NC(=O)c1nnn(Cc2cccc(C(F)(F)F)c2)c1N | -1 | -0.9 | -2.0 | -0.1 | 1 | -4.9 | 1.1 | -10 | 1.6 | -45 | 0.7
C[C@H](O)[C@@H]1C(=O)N2CCc3c([nH]c4c(-c5ccccc5)cccc34)[C@@H]2C[C@@H]1N(C)C(=O)c1ccco1 | -4 | -3.7 | -1.0 | x | -1 | 0.3 | x | -32 | 0.3 | -121 | 0.7
Cc1c(C)n(Cc2ccc(F)cc2)c2ccc(C(=O)NCCCN3CCOCC3)cc12 | 8 | -0.7 | -0.5 | -0.8 | -3 | -1.6 | 1.9 | 2 | -0.2 | -6 | -3.0
Cc1cccc(N2CCN(C(=O)c3ccc(N4CCCC4=O)cc3)CC2)c1C | -1 | 1.0 | -1.2 | -0.2 | -2 | -0.4 | 1.4 | -3 | 0.4 | 2 | -1.9
Oc1ccc2cccnc2c1 | -1 | -0.5 | -0.9 | 0.7 | 0 | -1.8 | -0.3 | -8 | 0.9 | -21 | 1.3
CC(Oc1ccc2c3c(c(=O)oc2c1)CCC3)C(=O)NCc1ccccn1 (configuration not stated) | -12 | 0.6 | -0.9 | 0.8 | 0 | 3.1 | 1.2 | -30 | -0.5 | -97 | -1.5
CC(=O)C1=CCC(c2ccccc2)N(S(=O)(=O)c2ccccc2C)C1 (configuration not stated) | -4&-8 | -1.2&0.6 | -1.1&-1.5 | x | -3&-5 | -7.0&-2.4 | x | 2&2 | -2.1&-1.7 | -1&-1 | -1.7&0.1
O=[N+]([O-])c1ccccc1S(=O)(=O)N1CCN(C2CCN(Cc3ccccc3)CC2)CC1 | 2 | -0.8 | -0.8 | -0.7 | -2 | 0.3 | -0.3 | 0 | -1.5 | -15 | -0.3
O=C(Nc1nnc(SCc2ccccc2F)s1)c1ccco1 | -2 | -0.1 | -1.6 | -1.4 | 2 | -0.1 | 1.0 | -6 | -0.2 | 1 | 0.1

Some values from above:
Under hcDAF12 agonist, COc1ccc(C)cc1NC(=O)c1nnn(Cc2cccc(C(F)(F)F)c2)c1N shows 0.7
Under GAA850 FXN act, O=C(Nc1nnc(SCc2ccccc2F)s1)c1ccco1 shows 1.0

(list continues)
SMILES | NPR1 activator | PG9 Ab binder | ssDAF12 agonist | DAX1 inh-1 | SMARCA2 act | hgDAF12 agonist | GAA850 FXN act | ADAM17 inh | DAX1 inh-2 | ADAM10 inh | hcDAF12 agonist
CC(C)(C)c1ccc(/C=N/OCC(=O)NCc2ccccc2)cc1 | 0 | 0.8 | -2.2 | 2.6 | -1 | 0.4 | -1.0 | -1 | 0.0 | 0 | -3.0
CCc1cc2c3c(c1)/C(=C1/SC(N)=NC1=O)C(=O)N3C(C)(C)C=C2C | 1 | 1.8 | -0.2 | 0.7 | -5 | 3.2 | 0.9 | -7 | 1.4 | -4 | -0.8
COc1cccc(NC(=S)NNC(=O)Cn2nc(C(F)(F)F)cc2C)c1 | 3 | -0.5 | -0.8 | 0.9 | 0 | -2.2 | -0.5 | 3 | -0.5 | 4 | -1.6
Cc1cccc(-n2ncc(C#N)c2-n2cccc2)c1 | 2 | 1.5 | -1.8 | 0.5 | -4 | -0.8 | 1.3 | -5 | 0.0 | 0 | -2.0
COc1ccc2oc(C(=O)Nc3ccccn3)c(C)c2c1 | -1 | -0.8 | 1.1* | 0.0 | 5 | 21* | 1.2 | -11 | 13* | -54 | 18*
Cc1ccc(C)c(N2CCN(C(=O)C3CCN(S(=O)(=O)c4cccc5nsnc45)CC3)CC2)c1 | -12 | -1.9 | -2.1 | -1.6 | -1 | -5.6 | -2.3 | 4 | -2.9 | 16 | -4.1
NS(=O)(=O)c1ccc(CNC(=O)CSc2nc3ccc(Cl)cc3[nH]2)cc1 | -1 | -0.8 | -0.9 | -1.2 | -3 | -0.9 | 0.6 | -1 | -0.2 | 1 | 0.8
CC(C)(C)OC(=O)C[C@H]1C/C=C\C[C@H](CC(=O)NCCO)C(=O)NCCOC1=O | 3 | -0.8 | -0.9 | 0.8 | 0 | 1.0 | 0.3 | 0 | 0.1 | 4 | -1.2
CCCn1c(O)c(N=N)c2ccccc21 | 2 | -0.9 | -0.9 | -0.7 | 0 | 1.8 | 2.3 | -5 | 0.1 | 6 | -0.4
COC(=O)[C@H](CCSC)NC(=O)Nc1ccc(C(C)=O)cc1 | 4 | -0.4 | -1.2 | 0.9 | -4 | -1.1 | -0.5 | 2 | -0.9 | 1 | -0.4
CCc1nc(NC2CCCCC2)c(C#N)c2c1COC(C)(C)C2 | -1 | -2.5 | -1.3 | 0.3 | 0 | 0.8 | -0.2 | -8 | 0.0 | -22 | 0.0
CCOC(=O)c1ccc(NC(=S)N(CCCN2CCCCC2)Cc2ccco2)cc1 | 0 | 1.9 | -1.1 | -0.4 | -3 | 0.4 | 0.3 | -4 | 0.8 | -9 | -0.3
OCCCCNCc1cc(Br)ccc1OCc1ccccc1F | -43 | 0.7 | -2.5 | 0.3 | 1 | -2.0 | -1.1 | -3 | 0.1 | 3 | -0.7
CC1CCN(C(=O)CNS(=O)(=O)c2ccc(Br)s2)CC1 | 0 | -1.1 | 0.1 | 0.1 | 0 | -0.2 | 3.8 | 4 | 0.2 | 0 | -0.7
COCCSc1ccccc1C(=O)N1CCC(Cc2ccccc2)CC1 | -2 | 1.2 | -1.6 | 0.1 | -2 | -3.5 | -0.9 | -3 | -0.2 | 2 | -1.2
O=C(N/N=C/c1ccc[nH]1)c1cccc(Br)c1 | -3 | -3.6 | -1.0 | 1.2 | -2 | 3.0 | 3.7 | 5 | 0.5 | 4 | -2.0
Cc1cc(C(F)F)n2nc(C(=O)Nc3c(F)cc(F)cc3Br)nc2n1 | 0 | -2.0 | -1.2 | -0.4 | 0 | -0.2 | -0.8 | -1 | 0.7 | 2 | -1.3
COc1cc(C2c3cc4c(cc3CC3COC(=O)N32)OCO4)cc(OC)c1OC (configuration not stated) | -14 | 2.9 | -0.2 | 0.6 | -2 | -5.7 | -2.3 | 3 | 0.8 | -13 | 0.8
Cc1ccc(N(C)S(=O)(=O)c2ccc3c(c2)CC(C)N3C(=O)C2CC2)cc1 (configuration not stated) | 2 | 0.8 | -0.8 | 0.5 | -3 | 0.7 | 3.5 | 7 | -0.5 | 7 | -2.9
O=C(NNC(=O)C1CCC1)c1ccc(Br)cc1 | 1 | -2.4 | -1.1 | 3.3 | 2 | -1.1 | 0.1 | 0 | 0.8 | 3 | -0.1
Cc1ccc(NC(=O)C(C)N2C(=O)c3ccccc3S2(=O)=O)cc1Cl (configuration not stated) | -3 | 1.0 | -1.0 | -0.1 | -2 | 0.0 | 0.7 | 1 | 1.5 | -8 | 1.5
O=C(CSc1nnc2n(C3CCCCC3)c(=O)c3ccccc3n12)OC1CCCCC1 | -7 | -2.2 | -1.4 | 0.2 | 3 | 1.1 | -0.7 | -3 | -1.0 | -3 | -1.0
COc1cc2[nH]c(=S)n(Cc3ccccc3)c(=O)c2cc1OC | 1 | 4.7 | -1.9 | 0.5 | 2 | 2.7 | -1.4 | -6 | -1.2 | -8 | -0.1
COc1ccccc1NC(=S)N(CCN1CCOCC1)Cc1ccccc1F | 1 | -0.9 | -1.9 | 0.5 | 3 | 4.7 | -0.4 | -3 | -0.1 | 4 | -0.6
Cc1ccccc1-c1nnn(Cc2ccc(-c3nn[nH]n3)cc2)n1 | 1 | 0.2 | -0.6 | -0.4 | 0 | -2.5 | 1.0 | -2 | -0.1 | 0 | -1.2
Cc1cc(Br)ccc1NC(=O)CN(C)C(=O)CNC(=O)Cc1ccccc1 | 0 | 1.3 | -0.3 | -0.7 | 4 | -0.7 | 0.8 | -1 | -0.4 | 2 | 0.3
COc1ccc(NC(=O)C(c2ccnc3ccccc23)n2c(=O)c(-c3ccccc3)nc3ccccc32)cc1 (configuration not stated) | -3 | -1.9 | -0.4 | x | -4 | -1.4 | x | -4 | -0.6 | -21 | 5.6*
Cc1ccc2[nH]c3c(c2c1)CN(C(C)C)CC3 | -3 | -0.3 | -1.4 | -0.2 | -3 | -1.3 | 0.2 | -9 | 0.0 | -9 | 1.3
CCOC(=O)c1cnc(-n2nc(C)cc2C)[nH]c1=O | -2 | -0.3 | -1.8 | -0.2 | -2 | 1.8 | 1.3 | -7 | 0.1 | 1 | -2.0
COc1cccc(OCC(=O)NNC(=O)C(=O)Nc2cccc(C)c2)c1 | -2 | -1.1 | -1.0 | 1.1 | 6 | 8.1 | 0.4 | 4 | 1.0 | 3 | 2.1
COc1cc(CN2CCN(Cc3ccc4cc(F)ccc4n3)CC2CCO)cc(OC)c1 (configuration not stated) | -1 | -1.2 | -0.7 | 0.1 | -3 | -1.1 | 0.6 | -3 | -0.1 | -2 | 1.1
